TAAR1 antagonist: antagonists of human TAAR1. Q96RJ0. CHO RD-HGA16 TAAR1, Fluo-8 calcium fluorescence, antagonist. inhibition, % at 3 µM. actives 1.5% (n = 360,000). AID 624466;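 active = inhibition above a per-plate cutoff, the mean inhibition of test compounds on that plate plus 3 SD, cut at about 49% in these data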;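 also: 0% = DMSO plus EC80 beta-PEA response and 100% = DMSO alone without agonist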
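Assay system: CHO-derived RD-HGA16 cells stably expressing human TAAR1 plus Gα16. Timing: 140 s kinetic read after compound, 140 s after agonist. Technique: kinetic Fluo-8 calcium fluorescence measurement. Measure: % inhibition of agonist calcium response.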
M1 ag parental: M1 agonist counterscreen hit in parental CHO-K1 cells; Fluo-8 calcium fluorescence; scaled to maximal ATP response, vehicle zero; activation, % at 3 µM; actives 0.48% (n = 360,000); AID 602248; in the data active = activation above about 15%;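 also: untransfected CHO-K1 host cells lacking M1 receptor as counterscreen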
OXTR potentiator: potentiates the human oxytocin receptor response. P30559. CHO-OTR cells, Fluo-8 calcium fluorescence, potentiator mode; 0% = oxytocin EC15, 100% = EC100. activation, % at 3 µM. actives 0.061% (n = 320,000). AID 2445;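 active = activation above that plate's cutoff, the mean activation of tested compounds plus 3 SD, cut at about 6.6% in these data, passing the limit was not always enough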;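 also: 100% uses oxytocin at 75 nM as the full agonist control; some results filed as inactive read as strong as hits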
Target sequence (P30559 whole entry, looked up): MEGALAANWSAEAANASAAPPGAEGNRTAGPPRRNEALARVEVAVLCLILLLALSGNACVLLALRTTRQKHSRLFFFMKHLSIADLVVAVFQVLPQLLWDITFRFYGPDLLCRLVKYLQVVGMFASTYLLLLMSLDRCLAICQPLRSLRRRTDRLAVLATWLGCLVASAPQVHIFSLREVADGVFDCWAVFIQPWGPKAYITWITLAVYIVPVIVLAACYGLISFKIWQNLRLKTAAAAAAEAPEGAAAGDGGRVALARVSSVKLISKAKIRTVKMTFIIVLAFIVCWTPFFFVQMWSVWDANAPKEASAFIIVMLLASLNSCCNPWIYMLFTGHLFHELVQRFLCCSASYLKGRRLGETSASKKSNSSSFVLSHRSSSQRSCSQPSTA
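test system = CHO-OTR cells, human receptor | compound = single-point 3.0 µM | schedule = 6 min compound pre-incubation at room temperature, 100 s kinetic read | signal = Fluo-8 no-wash calcium dye fluorescence, excitation 470-495 nm, emission 515-575 nm | repeats = single well per compound, singlicate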
CHO-K1 Ca antag: nonselective inhibitor or artifact in parental CHO-K1 cells; inhibition, % at 3 µM; ATP-induced calcium, Fluo-8 fluorescence; actives 0.6% (n = 360,000);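 active = inhibition above a per-plate cutoff, the plate's mean sample inhibition plus 3 SD, cut at about 24% in these data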;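 also: 0% = DMSO plus EC80 ATP and 100% = DMSO alone without ATP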
M1 PAM parental: M1 PAM counterscreen hit in parental CHO-K1 cells | ATP EC20, Fluo-8 calcium fluorescence; 0% at ATP EC20, 100% at ATP max | activation, % at 3 µM | actives 0.02% (n = 360,000);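 active = activation above the run cutoff, the mean activation of all test compounds plus 3 SD, cut at about 40% in these data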;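 also: peak over basal fluorescence ratio in a 140 s read after ATP addition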
TAAR1 agonist: agonists of human TAAR1; Q96RJ0; actives 0.99% (n = 360,000); AID 624467; CHO RD-HGA16 TAAR1, Fluo-8 calcium fluorescence; vehicle wells 0%, saturating PEA agonist 100%; activation, % at 3 µM;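 active = activation above the mean activation of all test compounds in the run plus 3 SD, cut at about 38% in these data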
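System: CHO RD-HGA16 cells carrying human TAAR1 plus Gα16; Incubation: 17-24 h seeding, 75 min 37 °C dye, 30 min RT; Measured by: Fluo-8 fluorescence, 5 s baseline then 140 s kinetic read; Control set: DMSO and PEA EC100; Replication: single well for each compound.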
V1R ag counter: V1a receptor agonism, counter-screen for OXTR agonists. P37288. CHO-V1R cells, Fluo-8 calcium fluorescence, agonist mode; 0% DMSO, 100% 3 nM vasopressin. activation, % at 3 µM. actives 0.25% (n = 320,000). AID 2797;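 active = activation above the mean activation of all tested compounds plus 3 SD, per screening run, cut at about 20% in these data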;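 also: signal is peak over basal fluorescence ratio across a 100 second FLIPR read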
CHO parental Ca: counter-screen: ATP calcium response change in parental CHO cells. inhibition, % at 5.6 µM. actives 0.63% (n = 330,000). parental CHO-K1, ATP-induced calcium, Fluo-8 fluorescence;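 active = inhibition above that plate's mean sample inhibition plus 3 SD, cut at about 26% in these data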;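 also: 0% = ATP-challenged DMSO wells and 100% = DMSO wells without ATP; some compounds past the cut are filed as inactive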
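Material – parental CHO cells · Reagent – ATP stimulus · Compound – single nominal dose of 5.6 µM per compound · Detection – Fluo-8 fluorescence · Read-out basis – percent inhibition of calcium signal · Controls – ATP-challenged DMSO wells low, unchallenged DMSO wells high · Repeats – no replicates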
M1 ag: human M1 muscarinic receptor agonism | CHO-K1 hM1, Fluo-8 calcium fluorescence, agonist mode; 0% DMSO, 100% acetylcholine EC100 | actives 0.33% (n = 360,000) | activation, % at 3 µM;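 active = activation above the run's mean compound activation plus 3 SD, cut at about 16% in these data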;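 also: peak over basal fluorescence ratio within a 140 s kinetic read after compound addition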
Target sequence (P11229 whole entry, looked up): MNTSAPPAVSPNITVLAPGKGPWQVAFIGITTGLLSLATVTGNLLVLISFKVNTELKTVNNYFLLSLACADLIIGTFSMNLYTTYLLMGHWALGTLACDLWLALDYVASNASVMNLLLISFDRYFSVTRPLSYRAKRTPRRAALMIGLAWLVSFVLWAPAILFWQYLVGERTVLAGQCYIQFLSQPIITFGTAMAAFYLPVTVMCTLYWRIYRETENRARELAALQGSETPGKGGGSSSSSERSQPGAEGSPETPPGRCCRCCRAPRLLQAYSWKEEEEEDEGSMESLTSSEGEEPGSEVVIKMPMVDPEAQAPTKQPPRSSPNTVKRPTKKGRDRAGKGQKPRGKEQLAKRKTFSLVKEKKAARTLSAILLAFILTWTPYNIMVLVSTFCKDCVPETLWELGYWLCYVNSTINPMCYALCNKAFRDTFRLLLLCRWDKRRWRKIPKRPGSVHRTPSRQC
An asterisk follows results filed as active; x = not tested or not shown. The order is random; any-hit rate near 3.3%.

SMILES	TAAR1 antagonist	M1 ag parental	OXTR potentiator	CHO-K1 Ca antag	M1 PAM parental	TAAR1 agonist	V1R ag counter	CHO parental Ca	M1 ag
Cc1ccccc1S(=O)(=O)c1c(C)cc(C)n(CC(C)C)c1=O	9	0.1	-16	-18	19	12	-0.8	-17	-6
O=C1OC(c2ccccc2)=C/C1=C\N1CCOCC1	-5	0.7	-16	-5	12	5	1.0	-21	-2
COc1cccc(CC(=O)Nc2nc(-c3cccnc3)cs2)c1	8	1.7	-1	-6	17	5	0.4	-4	-8
O=C1NC(c2cccs2)Nc2sc3c(c21)CCCC3 (stereo unspecified)	-1	1.0	-1	-9	9	9	0.7	-22	-1
O=C(Nc1ccccc1)c1ccc(S(=O)(=O)N2CCCCC2)cc1	-20	4.0	-7	-5	19	5	4.6	7	-4
Cc1cc(C)c2cc(C(=O)N3CCN(c4ncccc4C(F)(F)F)CC3)[nH]c2c1	-14	-0.7	-9	-21	26	5	0.1	-21	-3
Cc1nc2cc(NC(=O)CS(=O)(=O)c3ccc(F)cc3)ccc2s1	-9	0.9	-7	-4	-10	2	0.4	-4	-3
COc1ccccc1-n1nc(C)cc1N	-1	0.4	-10	-16	16	4	0.8	0	-4
COc1cc(/C(C)=N/NC(=O)CN2CCN(S(=O)(=O)c3ccc(C)cc3)CC2)ccc1O	-21	0.4	-13	-12	-4	1	0.5	-1	-3
Cc1cc(C)n(C(=O)CSc2nc3ccccc3o2)n1	5	0.4	-3	-18	9	2	0.2	-5	-2
CN1CCN(C2=C(NS(=O)(=O)c3ccccc3)C(=O)c3ccccc3C2=O)CC1	x	1.8	-10	-6	17	x	1.2	-16	-2
Cc1cc(NS(=O)(=O)c2ccc(NC(=S)NC(=O)c3cccc(S(=O)(=O)N(C)C)c3)cc2)no1	-14	1.6	-19	-8	-3	-1	1.1	20	-9
CC(=O)OCC1(C)CN(c2ccccc2)N(C(C)=O)C1=O (stereo unspecified)	10	2.0	-6	-5	25	6	0.3	-6	-8
O=c1c2ccccc2n(CC(O)CN2CCOCC2)c2ccccc12 (stereo unspecified)	-1	0.8	-18	-13	8	2	1.2	-25	-4
CCCN1CCN(C(=O)CS(=O)(=O)Cc2nc(-c3cccc(OC)c3)oc2C)CC1	-12	1.4	-3	-23	18	0	1.8	-20	-3
O=C(CSc1nnc(-c2cccnc2)o1)N1CCCCC1	6	0.3	1	-7	14	-5	0.2	3	-4
Cc1sc2nc(CSCC(=O)Nc3ccc(OC(F)F)cc3)[nH]c(=O)c2c1C	14	0.1	-19	-2	0	-2	1.3	-19	-5
COc1ccc(-c2nc(CNS(=O)(=O)c3cc(OC)ccc3OC)cs2)cc1	9	4.0	-7	7	2	1	4.1	-6	0
Cc1ccc(CNC(=O)CCC2CCCN(Cc3c(C)nn(C(C)C)c3C)C2)o1 (stereo unspecified)	4	0.5	-12	2	20	-2	0.1	-3	-12
COc1ccc(CCNC(=S)N2CCC(Cc3ccccc3)CC2)cc1OC	-2	5.2	-14	-6	12	1	6.3	-13	-7
COc1ccc(C(c2nnnn2C2CCCC2)N2CCc3ccccc3C2)cc1OC (stereo unspecified)	-9	3.6	x	-3	6	22	x	x	-2
COc1ccc(CCCc2nnc(SCC(=O)Nc3cc(C)c(C)cc3Br)o2)cc1	1	0.9	-14	-1	17	0	3.0	-3	-6
C=CCNC(=S)N/N=C/c1cn(-c2ccccc2)nc1-c1ccc(OC)cc1	-1	0.1	-13	-4	16	1	1.0	-5	0
CNC(=S)N/N=C/c1cn(CCOc2ccccc2OC)c2ccccc12	18	3.4	-7	-1	6	3	1.9	-3	-7
CCOc1ccccc1NC(=O)C1CCCN(S(C)(=O)=O)C1 (stereo unspecified)	-19	0.5	-14	-7	20	3	0.1	-10	1

4 entries from above, sorted by length of the SMILES, ascending.
SMILES	TAAR1 antagonist	M1 ag parental	OXTR potentiator	CHO-K1 Ca antag	M1 PAM parental	TAAR1 agonist	V1R ag counter	CHO parental Ca	M1 ag
COc1ccccc1-n1nc(C)cc1N	-1	0.4	-10	-16	16	4	0.8	0	-4
COc1cccc(CC(=O)Nc2nc(-c3cccnc3)cs2)c1	8	1.7	-1	-6	17	5	0.4	-4	-8
O=c1c2ccccc2n(CC(O)CN2CCOCC2)c2ccccc12 (stereo unspecified)	-1	0.8	-18	-13	8	2	1.2	-25	-4
Cc1sc2nc(CSCC(=O)Nc3ccc(OC(F)F)cc3)[nH]c(=O)c2c1C	14	0.1	-19	-2	0	-2	1.3	-19	-5

Following part
SMILES	TAAR1 antagonist	M1 ag parental	OXTR potentiator	CHO-K1 Ca antag	M1 PAM parental	TAAR1 agonist	V1R ag counter	CHO parental Ca	M1 ag
O=C(NCc1ccccc1Cl)C1CCCN1S(=O)(=O)c1ccc(F)cc1 (stereo unspecified)	-14	0.2	1	-2	5	0	0.1	-24	-6
CCCc1cc(=O)oc2c3c(cc(OCC(=O)NCCCn4ccnc4)c12)OC(C)(C)CC3	16	1.9	-3	-5	11	1	0.3	-6	-11
O=C(Nn1cnnc1)C(c1ccccc1)c1ccccc1	-12	0.1	-9	-6	7	10	0.5	-11	0
CCCC(=O)Nc1ccc(-c2csc(-c3cccnc3)n2)cc1	2	2.2	x	-7	12	1	x	x	-7
COc1ccc2oc(C(=O)OCC(=O)N3CCN(S(=O)(=O)c4ccccc4)CC3)c(C)c2c1	20	4.2	-8	7	-16	12	6.1	-8	-1
O=C(NCc1ccncc1)C1COc2ccccc2O1 (stereo unspecified)	2	0.5	-4	-9	11	5	-0.2	-3	-4
CN(Cc1cccnc1)C(=O)CNC(=O)COc1ccccc1	-18	1.4	-9	-17	17	3	-0.6	-6	-1
CC1Cc2ccccc2N1C(=O)CSc1nnc(Cc2ccccc2)n1CCc1ccccc1 (stereo unspecified)	44	2.2	x	19	-10	10	x	x	-4
COc1ccc(C(CNC(=O)c2cccc(S(=O)(=O)Nc3ccc(F)cc3)c2)N2CCCCC2)cc1 (stereo unspecified)	20	1.9	x	-13	3	14	x	x	-7
COc1ccc(C2CC(c3cccc(Br)c3)=NN2c2ccc(S(N)(=O)=O)cc2)cc1 (stereo unspecified)	0	0.8	x	-8	6	3	x	-24	-1
Cn1c(=O)oc2cc(C(=O)c3ccccc3)ccc21	-4	5.2	-6	0	11	0	1.4	-20	-2
COc1cccc(CNc2ccc3[nH]c(=O)[nH]c3c2)c1OCc1ccc(F)cc1	50*	1.3	x	-2	5	7	x	x	-2
CCn1c(-c2ccccc2)c(C(=O)CCl)c2ccccc21	2	-1.0	1	-19	15	9	-1.8	-30	-6
Cc1nc2c(N=Nc3ccccc3F)c(N)nn2c(N)c1C#N	12	2.7	-9	-11	7	13	-2.0	11	-4
COc1cccc(/C=C/C(=O)OCC(=O)Nc2cc(C(F)(F)F)ccc2Cl)c1	9	1.6	-8	-2	5	1	4.1	-34	-6
O=C(Nc1ccc2c(c1)oc1ccccc12)c1ccc(Br)o1	21	-0.1	-9	-2	-4	2	2.4	-4	-3
COC(=O)c1nc(-c2ccc(C)cc2)[nH]c1C(C)(C)C	-26	-0.6	x	-17	9	-2	x	x	-3
CCNC(=O)COc1ccc(/C=N/NC(=O)c2cccnc2)cc1OC	7	0.5	-4	9	-17	1	1.2	-2	-1
Cc1ccc(NC(=O)c2ccc(N/N=C/c3cccc(O)c3)c([N+](=O)[O-])c2)cc1	-10	-0.1	-8	-10	9	-1	0.8	-2	-4
Cc1ccc2[nH]c(=O)c(-c3noc(CC(C)C)n3)cc2c1	-10	-0.3	-7	2	-5	2	-1.1	-8	0
CCN(CCO)c1cc(Cl)nc(SC)n1	-8	0.8	-4	-3	21	1	-0.6	-6	-3
O=C(Nc1ccc2c(c1)OCCO2)c1cccs1	12	-0.2	-4	11	-10	-1	0.1	4	-4
CCOc1ccc(NC(=O)CN(C)C(=O)CN2C(=O)NC3(CCCC3)C2=O)cc1OCC	-4	0.6	-4	3	3	0	-0.4	-12	-3
C=CC[C@@H](CC(=O)N(CCO)Cc1ccccc1)C(=O)NCCOC(=O)[C@@H](CC=C)Cc1ccc(F)cc1	-9	3.9	-10	-14	6	5	7.0	-16	1
CC(C)c1ccc(C2c3[nH]c4ccccc4c3C[C@H]3C(=O)N(c4ccccc4C(=O)N4CCC[C@H]4C(=O)O)C(=O)N23)cc1 (stereo partly specified)	3	0.0	3	25*	-17	0	0.8	-4	-4
(more compounds)
SMILES	TAAR1 antagonist	M1 ag parental	OXTR potentiator	CHO-K1 Ca antag	M1 PAM parental	TAAR1 agonist	V1R ag counter	CHO parental Ca	M1 ag
O=C(O)CCC(=O)Nc1ccc(N2CCOCC2)cc1	13	0.0	-6	-9	14	-1	0.7	-12	-2
CCCCN(C(=O)COC(=O)C1(c2ccccc2)CC1)c1c(N)n(CCC)c(=O)[nH]c1=O	-4	0.5	x	2	18	1	x	x	-2
CCN(CC)S(=O)(=O)c1ccc(NC(=O)COC(=O)c2c[nH]c(=O)[nH]c2=O)cc1	-22	-0.1	-17	-1	9	3	-0.6	-13	-3
COc1ccc(CCn2c(=N)c(C(=O)NC3CCCC3)cc3c(=O)n4ccccc4nc32)cc1	-20	1.6	-10	-10	6	1	1.2	-21	-4
Cc1[nH]c2ccccc2c1/C=N/NC(=O)c1cccs1	20	-0.1	-10	-11	-9	1	0.2	-8	-3
C=CC#CC[N+]1(CC#Cc2ccccc2)CCOCC1	4	-0.5	x	0	3	1	x	x	-13
Cc1cccc2cc(C(c3nnnn3C(C)(C)C)N3CCN(C(=O)c4ccco4)CC3)c(=O)[nH]c12 (stereo unspecified)	-8	0.6	-3	-4	24	8	0.8	-5	-5
CCCS(=O)(=O)NC(=O)C1(C)CCN(C(=O)COc2ccccc2)C1 (stereo unspecified)	0	0.4	x	-16	12	2	x	x	-2
COc1ccc(NC(=O)Nc2cc(NC(=O)Nc3ccc(OC)cc3)c(C)nc2C)cc1	2	0.1	-7	-5	8	0	1.6	12	-5
CS(=O)(=O)NCCCCCCNS(C)(=O)=O	10	3.3	-21	2	-4	1	1.0	3	-6
Fc1ccccc1NC(=S)NCCc1cccc(Cl)c1	18	2.9	x	-1	9	-2	x	x	-3
NS(=O)(=O)c1cccc(NC(=O)COC(=O)Cc2ccc(S(=O)(=O)N3CCCCC3)s2)c1	4	0.5	-6	-14	15	0	-0.5	8	-3
CCN(CC)CCCC(C)NC(=O)c1c(NC(=O)c2ccccc2)sc2c1CCCC2 (stereo unspecified)	-19	0.5	-9	-4	1	5	0.5	-17	-9
CCOC(=O)c1sc(NC(=O)C(OC(C)=O)c2ccccc2)nc1C (stereo unspecified)	-14	0.1	-6	-12	4	-2	0.3	-21	-4
CCCCN(Cc1ccccc1)S(=O)(=O)c1cc(Br)cc2c1N(C(C)=O)C(C)C2 (stereo unspecified)	12	-0.2	-8	-19	8	9	0.4	22	-7

Assay outcomes deposited in PubChem BioAssay by The Scripps Research Institute Molecular Screening Center.
